CBFb RUNX1 block: CBF-beta/RUNX1 interaction disruption. Potency, µM (top dose mostly 59.8 µM), for the others: at the top dose activity, negative = inhibition, usual class: inhibitors. Q01196+Q13951. 230,000 tested, under 10 active. AlphaScreen CBFb-His/RUNX1-biotin binding, biochemical; further: % of control where 0% means no effect
Target sequence (Q01196 whole entry, looked up): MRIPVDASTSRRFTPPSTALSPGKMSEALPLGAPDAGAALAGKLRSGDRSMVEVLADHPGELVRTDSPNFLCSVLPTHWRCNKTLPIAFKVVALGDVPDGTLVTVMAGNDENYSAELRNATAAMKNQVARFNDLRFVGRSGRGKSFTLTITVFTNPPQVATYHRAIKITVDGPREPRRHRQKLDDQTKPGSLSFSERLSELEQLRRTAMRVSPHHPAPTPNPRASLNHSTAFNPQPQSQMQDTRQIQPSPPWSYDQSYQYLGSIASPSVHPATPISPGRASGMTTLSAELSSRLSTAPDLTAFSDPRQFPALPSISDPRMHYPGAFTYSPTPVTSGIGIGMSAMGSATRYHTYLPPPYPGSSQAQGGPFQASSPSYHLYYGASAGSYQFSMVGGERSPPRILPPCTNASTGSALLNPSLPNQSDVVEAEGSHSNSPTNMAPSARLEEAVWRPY
Target sequence (Q13951 whole entry, looked up): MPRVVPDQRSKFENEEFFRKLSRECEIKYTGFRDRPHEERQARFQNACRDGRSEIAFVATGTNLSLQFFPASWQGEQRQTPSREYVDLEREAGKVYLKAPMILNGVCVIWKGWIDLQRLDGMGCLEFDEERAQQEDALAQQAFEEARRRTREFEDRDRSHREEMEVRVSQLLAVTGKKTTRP
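Compounds were screened at multiple concentrations against a preformed CBF-beta(His)/RUNX1(biotin) complex (30 nM of each) for 15 min at room temperature, followed by 90 min with nickel and streptavidin beads and AlphaScreen reading.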
IMPase Li inh: cell-permeable IMPase inhibitors with lithium potentiation; Potency, µM (highest dose often 59.4 µM), inactives show top-dose activity, negative = IMPase inhibition, hits mostly inhibitors; CHO-M1 cells, IP1 TR-FRET (IP-One), carbachol + lithium; 210,000 compounds, 0.35% hits;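 further: IP1 builds up when IMPase is blocked and the TR-FRET signal falls; potency means the concentration at half of the fitted maximal effect; plate controls were basal vehicle for no effect and high inhibitor control for full effect; nearly all actives have a fitted effect of over 50% in size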
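CHO-M1, 2000 cells/well, 16–30 h culture; cpd + low Li+, 30 min 37C; lysis with d2-IP1/Eu-anti-IP1 Ab, 10 min RT; TR-FRET 665/620 ratio and 620 channel; AC50 via Hill.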
Luc counter: counter-screen: inhibitors of Kinase-Glo firefly luciferase; 200,000 compounds, 0.28% hits; AID 1379; Potency, µM (top dose mostly 38.3 µM), inactives show top-dose activity change, negative = inhibition, usual class: inhibitors; Kinase-Glo luciferase, ATP luminescence, 8 min; further: potency means the concentration at half of the fitted maximal effect; on the % scale 0 is the no-effect control and ±100 the full control effect; nearly all actives have a fitted effect of over 60% in size
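Compounds were added to a substrate mix at pH 7.2 (50 mM imidazole, 10 uM ATP, within the enzyme's linear range), followed by Kinase-Glo detection reagent; luminescence was measured after 8 minutes at ambient temperature.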
NPSR antag: blocks cAMP signaling of the human neuropeptide S receptor. CHO-NPSR cells, cAMP TR-FRET, antagonist mode. 220,000 compounds, 1% hits. Q6W5P4. Potency, µM (series often up to 38.3 µM), for the others: at the top dose activity change, negative = inhibition, usual class: inhibitors; further: potency means the concentration at half of the fitted maximal effect; on the % scale 0 is the no-effect control and ±100 the full control effect; nearly all actives have a fitted effect of over 50% in size; many of its hits are not listed in these tables
LMNA splice mod: LMNA splicing modulation. HeLa LMNA splicing GFP/RFP minigene ratio, 48 h. Potency, µM (highest dose often 46.1 µM), for inactives: at the highest dose ratio change, negative = inhibition, usual class: inhibitors. 200,000 compounds, 0.01% hits; active means well fitted inhibition curve with a large enough effect in the signal ratio, with a control signal flat, not every such curve was filed as active; inconclusive means small, poorly fitted or top-dose-only effect, or effect the other way, or a change in a side signal; the % refers to the signal ratio; further: potency means the concentration at half of the fitted maximal effect; on the % scale 0 is the no-effect control and ±100 the full control effect
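Read-out is the ratio of GFP to DsRed2 object intensity, acquired by 488 nm laser-scanning cytometry on HeLa lamin A-EGFP minigene reporter cells. Compound incubation 48 hrs at 37 °C in Opti-MEM with 2% FBS; DMSO 0.5% final.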
GLA spleen mod: alpha-galactosidase A (human) modulation | P06280 | human spleen homogenate, 4MU-alpha-Gal fluorescence, 40 min | Potency, µM (series often up to 80 µM), inactives show top-dose activity change, negative = inhibition, actives largely listed as inhibitors | 240,000 compounds, 0.008% hits | AID 2107;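 further: potency means the concentration at half of the fitted maximal effect; 0% = enzyme with vehicle and -100% = no enzyme basal signal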
Target sequence (P06280 32-429 limits assumed): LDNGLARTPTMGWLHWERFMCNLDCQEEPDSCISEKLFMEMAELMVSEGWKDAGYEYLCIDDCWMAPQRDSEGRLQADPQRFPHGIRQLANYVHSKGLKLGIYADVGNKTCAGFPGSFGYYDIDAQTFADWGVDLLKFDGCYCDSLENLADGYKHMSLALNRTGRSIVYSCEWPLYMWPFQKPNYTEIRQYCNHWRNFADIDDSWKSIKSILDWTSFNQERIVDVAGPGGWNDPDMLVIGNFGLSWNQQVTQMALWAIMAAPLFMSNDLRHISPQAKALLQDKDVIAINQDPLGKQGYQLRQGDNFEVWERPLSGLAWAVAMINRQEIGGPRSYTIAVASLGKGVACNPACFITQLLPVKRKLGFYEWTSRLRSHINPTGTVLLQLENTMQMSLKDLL
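Fluorogenic readout (Ex 365/Em 440 nm) of 4-methylumbelliferone released from 1 mM 4-MU-alpha-galactoside by spleen homogenate, 40 min at 37C, pH 5.0. Data normalized to no-enzyme and enzyme controls; Hill-equation AC50 from compound titrations.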
Epigenetic reg: epigenetic control regulation, reporter derepression. AID 1865. murine LDR cells, GFP reporter derepression, 30 h. 280,000 compounds, 0.2% hits. Potency, µM (highest dose often 53.9 µM), inactives show at the highest dose GFP activation, hits mostly activators; further: potency means the concentration at half of the fitted maximal effect; % of control where 0% means no effect; nearly all actives have a fitted effect of over 60% in size
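Derepression of a silenced CMV-GFP reporter in murine LDR cells is scored by enumerating GFP-positive cells with a laser-scanning microplate cytometer after 30 hours of treatment at 37 C.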
* marks the source's active call; other numbers are inactive results; u = inconclusive; x = no result given; [ ] = remark or other dose. Unless noted, the call rests on the fitted dose curve; in most records, active means well fitted curve in the direction sought with a large enough effect; inconclusive means small, poorly fitted or top-dose-only effect, or another doubt; inactive means no such curve, though single readings can be large; an effect the other way counts as inactive or inconclusive. A portion of the library; the hit share may differ from the screen's.

1. C=CCN1C(=O)C(CCCC)NC1=S (centres undefined)
2. CCS(=O)(=O)c1ccc2oc(SCC(=O)NCc3ccccc3)nc2c1
3. CNc1nc(SC)nc(N(C#N)CC(=O)OC)n1
4. CCOc1ccc(CCNC(=O)Cn2ccc3ccccc3c2=O)cc1OCC
5. CCOc1ccc(C(=O)Nc2cc(S(=O)(=O)Nc3ccccc3Cl)ccc2N2CCOCC2)cc1
6. O=C(NCc1ccccc1)N1CCn2c(nc3ccccc32)C1
7. C[C@@H](c1ncncc1F)[C@](O)(Cn1cncn1)c1ccc(F)cc1F
8. O=C(c1cccnc1Cl)N1CCOCC1

compound no. | 1 | 2 | 3 | 4 | 5 | 6 | 7 | 8
CBFb RUNX1 block | 7% | 13% | 2% | 5% | -2% | 0% | 0% | -2%
IMPase Li inh | 3% | 3% | 1% | u | 3% | 3% | x | -8%
Luc counter | -1% | 0% | -1% | 0% | 5% | 1% | x | -2%
NPSR antag | 19% | -4% | -15%[46.1 µM] | -12% | -23% | 12%[46.1 µM] | 4% | 11%
LMNA splice mod | -10% | x | -8% | u | -2% | -10% | x | x
GLA spleen mod | 7% | 2% | 2% | 4% | 2% | 4% | 1% | -6%
Epigenetic reg | 0.0% | 0.0% | -0.8% | -4.5% | -0.9% | -2.0% | 1.0% | -1.8%

9. COc1cccc2cc(C(C)=O)c(=O)oc12
10. COc1ccc(C(=O)Nc2ncc3c(n2)-c2ccccc2CC3)cc1
11. Cc1ccc(NC(=O)CSC(N)=O)cc1Cl
12. CN(C)S(=O)(=O)N(CC(=O)N1CCN(Cc2ccccc2)CC1)c1ccccc1
13. COc1ccc(C(=O)NCc2c(CC(C)C)oc(C)c2C(=O)O)cc1
14. O=C(c1ccccc1)c1nn(-c2ccccc2)c(=O)cc1C(F)(F)F
15. CC(=O)/C(C#N)=C1\NC(=O)C(Cc2cc(Cl)ccc2Cl)S1 (centres undefined)
16. CCC(C)[C@H](NC(=O)NCCCc1ccccc1)C(=O)OC (some centres undefined)

compound no. | 9 | 10 | 11 | 12 | 13 | 14 | 15 | 16
CBFb RUNX1 block | 4% | -10% | 3% | 4% | 5% | 8% | 1% | 4%
IMPase Li inh | 22%[38.3 µM] | -1%[38.3 µM] | 2%[38.3 µM] | x | -8% | 27%[38.3 µM] | x | 35%[activator][38.3 µM]
Luc counter | 0% | 0% | 0% | x | -1% | 2% | x | -2%
NPSR antag | -4%[46.1 µM] | -13%[46.1 µM] | -6%[46.1 µM] | 10% | -13%[46.1 µM] | -17%[46.1 µM] | -34% | 4%[46.1 µM]
LMNA splice mod | -12% | 7% | u | x | -3% | u | x | 6%
GLA spleen mod | 0% | 0% | 2% | 4% | -4% | -1% | -1% | 9%
Epigenetic reg | -1.0% | 0.0% | 1.5% | -1.1% | 0.9% | 2.1% | 2.1% | 1.4%

Quoted at random: 4 records from the list, in no set order.
16. CCC(C)[C@H](NC(=O)NCCCc1ccccc1)C(=O)OC (some centres undefined)
11. Cc1ccc(NC(=O)CSC(N)=O)cc1Cl
13. COc1ccc(C(=O)NCc2c(CC(C)C)oc(C)c2C(=O)O)cc1
6. O=C(NCc1ccccc1)N1CCn2c(nc3ccccc32)C1

compound no. | 16 | 11 | 13 | 6
CBFb RUNX1 block | 4% | 3% | 5% | 0%
IMPase Li inh | 35%[activator][38.3 µM] | 2%[38.3 µM] | -8% | 3%
Luc counter | -2% | 0% | -1% | 1%
NPSR antag | 4%[46.1 µM] | -6%[46.1 µM] | -13%[46.1 µM] | 12%[46.1 µM]
LMNA splice mod | 6% | u | -3% | -10%
GLA spleen mod | 9% | 2% | -4% | 4%
Epigenetic reg | 1.4% | 1.5% | 0.9% | -2.0%

(next part)
17. Cc1ccc2c(c1)c1c(n2CC2COC(C)(C)O2)C(=O)CCC1 (centres undefined)
18. Cc1ccc(C(=O)NNC(=O)c2cc(OCC(F)(F)F)ccc2OCC(F)(F)F)cc1
19. CCCCCSc1nc2c(c(=O)[nH]c(=O)n2C)n1C
20. CCN(CC)CCNC(=O)c1ccc2c(c1NCCO)C(=O)c1ccccc1C2=O
21. N#C/C(=C\c1cn(CC(=O)N2CCCCC2)c2ccccc12)C(=O)NCc1ccc2c(c1)OCO2
22. CCc1cccc(OCCOCCN2CCCC2)c1
23. Cc1ccc(NC(=O)CSc2ccc(-c3ccc4c(c3)OCO4)nn2)cc1F
24. C=C(C)CN1CCN(c2c(CCC#N)c(C)c(C#N)c3nc4ccccc4n23)CC1

compound no. | 17 | 18 | 19 | 20 | 21 | 22 | 23 | 24
CBFb RUNX1 block | 7% | 3% | 1% | -26% | -2% | 0% | 4% | 5%
IMPase Li inh | -9%[38.3 µM] | 1%[38.3 µM] | -8%[38.3 µM] | x | 1% | 35%[activator][38.3 µM] | u | -8%[38.3 µM]
Luc counter | 1% | 1% | -1% | x | 2% | -1% | -6% | 1%
NPSR antag | -19%[46.1 µM] | -15%[46.1 µM] | 1%[46.1 µM] | u | 9% | 2%[46.1 µM] | -30% | -6%[46.1 µM]
LMNA splice mod | 5% | 6% | -2% | x | -6% | 5% | u | 9%
GLA spleen mod | 3% | -6% | 9% | -3% | 3% | -7% | -4% | -7%
Epigenetic reg | 1.9% | 1.1% | 9.6% | -1.0% | 4.5% | -3.9% | -1.1% | -0.8%

25. N#CCCN(Cc1ccncc1)C(=S)NC1CC2C=CC1C2 (centres undefined)
26. O=C(Nc1ccccc1C(=O)NCc1ccccc1)c1ccccc1Br
27. CCOC(=O)c1nc(C)sc1-c1ccnn1S(=O)(=O)c1cccc(Cl)c1
28. CC(C)(C)c1ccc(C(=O)NNc2ncccc2-n2cccc2)cc1
29. CCOc1cc(/C=C2/SC(=Nc3ccccc3)N(Cc3cccnc3)C2=O)ccc1OCC#N
30. N#C/C(=C/c1cc[nH]c1)C(N)=S
31. O=C(NC(c1ccc(Cl)cc1)c1cc(Cl)c2cccnc2c1O)c1cccnc1 (centres undefined)
32. CCOC(=O)Cn1nnc(-c2ccc(OCC(C)C)cc2)n1

compound no. | 25 | 26 | 27 | 28 | 29 | 30 | 31 | 32
CBFb RUNX1 block | 15% | -8% | 7% | -9% | -1% | -9% | 1% | -7%
IMPase Li inh | x | 8% | x | x | 34%[activator][38.3 µM] | 0% | -6% | 1%[38.3 µM]
Luc counter | x | -1% | x | x | -2% | -4% | 1% | 10%
NPSR antag | -11% | -7% | 51% | 17% | u | -24% | -12% | u
LMNA splice mod | x | u | x | x | 24% | 11%[46 µM] | u | 3%
GLA spleen mod | 10% | -12% | -11% | -7% | 6% | -6% | 6% | -5%
Epigenetic reg | -0.1% | -1.5% | -1.3% | 0.0% | 13% | 2.2% | u | 0.6%

Molecules above that contain an NH in an aromatic ring:
19. CCCCCSc1nc2c(c(=O)[nH]c(=O)n2C)n1C
30. N#C/C(=C/c1cc[nH]c1)C(N)=S

compound no. | 19 | 30
CBFb RUNX1 block | 1% | -9%
IMPase Li inh | -8%[38.3 µM] | 0%
Luc counter | -1% | -4%
NPSR antag | 1%[46.1 µM] | -24%
LMNA splice mod | -2% | 11%[46 µM]
GLA spleen mod | 9% | -6%
Epigenetic reg | 9.6% | 2.2%

Other records
33. COc1ccc(-n2c(=S)[nH]c3cc(C(=O)NCCCN4CCCC4=O)ccc3c2=O)cc1
34. CCOC(=O)c1sc(NC(=O)COC(=O)CNC(=O)C2CCCCC2)c(C(=O)OCC)c1C
35. Cn1cccc1C(=O)C(=O)Nc1ccccc1
36. N/C(=N\OC(=O)c1ccc(F)cc1)c1nonc1N
37. Cc1onc(-c2c(F)cccc2Cl)c1C(=O)N1CCSCC1
38. O=C(NCCc1ccccc1)c1ccccc1NC(=O)C1CC=CCC1C(=O)O (centres undefined)
39. CSCC[C@H](NC(=O)c1nn(C)c(=O)c2ccccc12)c1nc2ccccc2[nH]1
40. Cc1oc(/N=C/c2ccc(Cl)cc2Cl)c(C#N)c1C

compound no. | 33 | 34 | 35 | 36 | 37 | 38 | 39 | 40
CBFb RUNX1 block | 0% | 1% | 5% | 4% | -2% | 4% | -2% | -1%
IMPase Li inh | 1%[38.3 µM] | 0% | -2%[38.3 µM] | -5% | x | -5% | -5%[38.3 µM] | 4%[38.3 µM]
Luc counter | -2% | 3% | 13µM* | 11µM* | x | 11% | -5% | -4%
NPSR antag | -9%[46.1 µM] | -3% | -4%[46.1 µM] | 6% | -4% | -9% | -14%[46.1 µM] | 15%[7.67 µM]
LMNA splice mod | 2% | -5% | 11% | 6% | x | 2% | 11% | -2%
GLA spleen mod | 4% | 5% | 7% | 4% | -13% | 9% | 0% | 2%
Epigenetic reg | -0.9% | 3.0% | -1.9% | 2.1% | -1.0% | -0.9% | 2.8% | 0.3%

41. Cc1ccc(-c2nnc(SCC(=O)N3CCCC3)o2)cc1C
42. O=C1CC(c2ccc(S(=O)(=O)NCc3ccccc3)cc2)CN1 (centres undefined)
43. COc1cc(C)nc(OCCNC(=O)COc2ccc(Cl)cc2Cl)n1
44. CCc1cc2c(SCC(=O)N(CC)c3c(N)n(Cc4ccccc4)c(=O)[nH]c3=O)ncnc2s1
45. COC(=O)c1c(N)sc2c1CCN(c1ncc(C(F)(F)F)cc1Cl)C2
46. CC(=O)c1ccc(NC(=S)NCCCN2CCOCC2)cc1
47. CC1=NC(Nc2nc(C)c3ccccc3n2)=NC(C)(C)C1
48. CSc1ccccc1NC(=S)Nc1ccccc1C(F)(F)F
49. N#CC1=C(N)Oc2cc(O)c(C=Nc3ccccc3)cc2C1c1ccccc1 (centres undefined)

compound no. | 41 | 42 | 43 | 44 | 45 | 46 | 47 | 48 | 49
CBFb RUNX1 block | -1% | 1% | 5% | -5% | -2% | 15% | 6% | 0% | -9%
IMPase Li inh | -20%[38.3 µM] | 0%[38.3 µM] | 26%[38.3 µM] | 12% | 28%[38.3 µM] | 5% | 27%[38.3 µM] | 18%[38.3 µM] | -2%
Luc counter | -4% | -3% | -5% | 3% | 0% | 2% | 2% | 0% | 3%
NPSR antag | u | 5%[46.1 µM] | -10%[46.1 µM] | -5% | -19%[46.1 µM] | 3% | 8%[46.1 µM] | -3%[46.1 µM] | u
LMNA splice mod | 11% | -3% | -2% | -1%[46 µM] | u | u | u | 1% | u
GLA spleen mod | 9% | 3% | 2% | -6% | 9% | 1% | -4% | -11% | 0%
Epigenetic reg | 1.6% | 0.7% | 3.8% | 0.6% | -1.0% | -1.6% | 0.0% | 0.0% | 0.0%
